# High-throughput results as filed in PubChem BioAssay.
# bIAP inhibitor – intestinal alkaline phosphatase (bovine) inhibition; purified bovine IAP, CDP-star luminescence, 30 min; inhibition, % at 20 µM; 190,000 tested, under 10 active; AID 1019;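 active = over 50% inhibition of intestinal alkaline phosphatase at 20 µM in the single-dose screen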
#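 System: purified bovine intestinal alkaline phosphatase (IAP) enzyme; Input: IAP diluted 1/65,000,000 in the well; Measured by: CDP-star luminescence signal; Compound dosing: 20 µM single dose; Incubation: 30 min reaction at room temperature.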
# DTT redox prof – compounds producing H2O2 with reducing agent – biochemical, NIH compound library profiling, artefact control for MLSCN library redox annotation, primary screen; activation, % at 10 µM; 0.03% of 200,000 active; DTT-dependent redox cycling H2O2, phenol red/HRP absorbance; 100% = 100 µM peroxide control, 0% = buffer;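 active = activation of at least 50% relative to the plate's high and low controls in the primary single-dose screen; inactive = activation below 50%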;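 also: compound incubated with DTT at 0.8 mM final as the reducing agent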
# S1P3 antag – S1P3 (human) receptor antagonism | 0.27% of 170,000 active | Q99500 | inhibition, % at 4.98 µM | CHO S1P3 NFAT-BLA reporter, FRET fluorescence, antagonist mode;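 active = inhibition above the plate cutoff, the mean inhibition of test wells on that plate plus 3 SD, cut at about 28% in these data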;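 also: cells challenged with S1P at its EC80 of 0.8 µM; blue over green emission ratio from cleaved BLA substrate after 4 h stimulation; 0% = S1P-stimulated wells and 100% = unstimulated DMSO-only wells; some compounds past the cut are filed as inactive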
# TR-FRET SRC-2 ct – flags TR-FRET format artefacts in PPARgamma SRC-2 recruitment agonist screen | TR-FRET artefact counter-screen; hits give high values | TR-FRET ratio at 8 µM | 0.4% of 200,000 active | AID 1049; in the data active = TR-FRET ratio above about 2000; also: inactives centre near 1500; reference of the scale not given here
# PPARg SRC3 recr – agonists of human PPARgamma SRC-3 coactivator recruitment | 0.26% of 200,000 active | AID 731 | biochemical PPARgamma/SRC-3 coactivator recruitment assay | activation, % at 8 µM | P37231; in the data active = activation above about 23%;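 also: 0% = DMSO and 100% = reference agonist; some compounds past the cut are filed as inactive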
# TLR4-MyD88 BLA – inhibitors of human TLR4-MyD88 binding; HeLa CL3-4 TLR4/MyD88 BLA complementation, FRET ratio; 0.18% of 200,000 active; inhibition, % at 8.4 µM; in the data active = inhibition above about 25%;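 also: 0% = vehicle and 100% = reference inhibitor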
# Target sequence (O00206 whole entry, looked up): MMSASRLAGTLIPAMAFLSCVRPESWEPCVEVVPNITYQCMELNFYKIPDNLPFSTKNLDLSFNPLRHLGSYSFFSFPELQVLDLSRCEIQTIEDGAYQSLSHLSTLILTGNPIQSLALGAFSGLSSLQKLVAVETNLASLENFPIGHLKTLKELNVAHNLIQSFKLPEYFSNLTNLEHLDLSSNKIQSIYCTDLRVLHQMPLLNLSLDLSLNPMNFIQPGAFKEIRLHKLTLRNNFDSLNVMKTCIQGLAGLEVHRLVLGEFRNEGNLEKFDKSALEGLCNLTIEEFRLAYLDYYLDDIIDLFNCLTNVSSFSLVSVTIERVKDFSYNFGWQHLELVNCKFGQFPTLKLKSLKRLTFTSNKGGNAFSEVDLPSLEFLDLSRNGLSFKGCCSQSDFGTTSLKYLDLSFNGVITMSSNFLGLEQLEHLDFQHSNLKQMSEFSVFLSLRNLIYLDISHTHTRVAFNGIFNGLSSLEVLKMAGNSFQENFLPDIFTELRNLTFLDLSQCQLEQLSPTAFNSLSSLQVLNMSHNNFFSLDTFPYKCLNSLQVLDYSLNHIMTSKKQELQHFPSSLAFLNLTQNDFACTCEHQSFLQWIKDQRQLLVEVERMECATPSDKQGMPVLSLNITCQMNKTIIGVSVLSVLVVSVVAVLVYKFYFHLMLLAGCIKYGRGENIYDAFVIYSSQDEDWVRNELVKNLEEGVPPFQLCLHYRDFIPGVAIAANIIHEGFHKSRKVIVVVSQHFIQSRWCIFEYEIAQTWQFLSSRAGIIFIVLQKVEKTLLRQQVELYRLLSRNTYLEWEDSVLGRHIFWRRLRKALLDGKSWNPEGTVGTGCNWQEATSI
# Target sequence (Q99836 whole entry, looked up): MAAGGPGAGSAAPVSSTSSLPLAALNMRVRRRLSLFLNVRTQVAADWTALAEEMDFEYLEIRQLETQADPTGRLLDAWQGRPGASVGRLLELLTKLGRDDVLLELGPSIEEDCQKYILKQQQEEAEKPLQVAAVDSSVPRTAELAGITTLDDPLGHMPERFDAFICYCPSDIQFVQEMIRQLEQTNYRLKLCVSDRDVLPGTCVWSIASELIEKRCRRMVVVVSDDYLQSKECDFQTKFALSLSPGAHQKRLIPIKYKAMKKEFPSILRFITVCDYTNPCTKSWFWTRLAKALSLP
# Lmaj promast – inhibitors of Leishmania major promastigote growth; Leishmania major promastigotes, resazurin fluorescence viability; AID 1063; inhibition, % at 10 µM; 9% of 200,000 active; in the data active = inhibition above about 50%;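 also: promastigotes grown with compound for 44 hours at 28 °C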
# ROMK mod – modulators of human ROMK potassium channel | Tet-inducible ROMK, thallium flux fluorescence; actives lie on both sides | B-score at 10 µM | 2% of 130,000 active;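 active = signal ratio slope over the read window, or its plate-corrected B-score, at least 3 SD from the plate mean, either direction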;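 also: B-score of the F/F0 ratio slope over 7 to 12 s after thallium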
# bIAP activator – increases bovine intestinal alkaline phosphatase activity | 0.17% of 200,000 active | purified bovine IAP, CDP-star luminescence, 30 min; hits give high values; fold of DMSO-control signal, blank-subtracted | activation factor at 20 µM;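 active = activation factor of 2 or more at 20 µM, a signal rise over negative controls twice the positive control's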
# PPARg SRC1 recr – promotes SRC-1 coactivator recruitment by human PPARgamma | PPARgamma-SRC-1 coactivator recruitment biochemical assay | AID 631 | P37231 | activation, % at 8 µM | 0.41% of 200,000 active; in the data active = activation above about 19%;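 also: 0% = DMSO and 100% = reference agonist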
# PPARg SRC-2 ag – promotes SRC-2 coactivator recruitment by human PPARgamma | 0.34% of 200,000 active | PPARgamma LBD-SRC-2 recruitment, biochemical | P37231 | activation, % at 8 µM; in the data active = activation above about 22%;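 also: 0% = vehicle and 100% = reference agonist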
# Starred values were filed as active, the others as inactive; i = inactive; x = not tested or not shown.
SMILES,bIAP inhibitor,DTT redox prof,S1P3 antag,TR-FRET SRC-2 ct,PPARg SRC3 recr,TLR4-MyD88 BLA,Lmaj promast,ROMK mod,bIAP activator,PPARg SRC1 recr,PPARg SRC-2 ag
CC1CCCCC1n1c(-c2cccnc2)n[nH]c1=S (stereo not drawn),15,-0.5,-1,1755,-3,10,-5,0.34,0.8,-6,6
CCN(CC)c1nc(N(CC)CC)[nH]c(=O)n1,x,-1.7,-13,1742,11,-3,9,0.039,x,-4,2
Cc1oc2c(c1C(=O)NCc1ccccc1)CCCC2,10,0.8,32,1430,0,7,0,-0.25,0.9,-3,12
CCOC(=O)C1CCCN(C(=O)Cn2cccc2C(=O)c2ccccc2)C1 (stereo not drawn),6,-0.2,-32,1681,-9,12,-5,-0.56,0.9,7,-6
COc1cc(NS(=O)(=O)c2ccc3c(c2)oc(=O)n3C)cc(OC)c1OC,12,-0.7,-55,1502,2,-2,-3,x,0.9,-5,-3
O=C(O)c1nccnc1C(=O)N1CCN(c2ccccc2)CC1,26,0.1,-11,1516,5,-11,-6,0.3,0.7,-4,-1
COc1ccc(O)c(C(=O)c2cc(C#N)c(=O)n(CC3CCCO3)c2)c1 (stereo not drawn),12,2.1,x,1383,2,-3,6,x,0.9,0,0
O=C(CN1CCC(n2nnc3cc(F)ccc32)CC1)NCCc1nc2ccccc2[nH]1,-3,-1.0,-3,1512,6,7,1,x,1,5,1
CC(=O)Nc1cccc(-c2nc3ccc(NC(C)=O)cc3s2)c1,-5,0.2,-11,1616,3,7,2,-0.54,1.1,0,6
Cc1ccc(OCCn2cc(/C=N/NC(=O)c3ccncc3)c3ccccc32)cc1,10,-0.3,6,1702,1,-22,8,-0.0071,0.9,12,-2
Nc1cc(N)cc(-c2nc3ccccc3[nH]2)c1,9,-0.6,8,1476,17,8,-3,x,0.9,12,10
CCCCCCCCNc1ncnc2ccccc12,i,0.0,x,1511,5,-1,77*,-0.99,9*,2,6
Cc1ccc(S(=O)(=O)N(C)c2cc(S(=O)(=O)Nc3ccncc3)c(C)cc2C)cc1,21,0.0,-1,1639,6,0,31,x,0.8,5,2
CCOc1ccc(N=C2NC(=O)/C(=C/C(=O)OC)S2)cc1,49,-0.3,-6,1426,1,-3,-7,0.52,0.5,10,-1
COc1cc(Br)cc(C2C3=C(CCCC3=O)N(c3ccc(F)cc3)C3=C2C(=O)CCC3)c1O,-2,-1.2,-7,1473,2,-8,58*,-1.4,1,-1,-2

# 4 neighbouring records already listed, quoted:
SMILES,bIAP inhibitor,DTT redox prof,S1P3 antag,TR-FRET SRC-2 ct,PPARg SRC3 recr,TLR4-MyD88 BLA,Lmaj promast,ROMK mod,bIAP activator,PPARg SRC1 recr,PPARg SRC-2 ag
CCCCCCCCNc1ncnc2ccccc12,i,0.0,x,1511,5,-1,77*,-0.99,9*,2,6
Cc1ccc(S(=O)(=O)N(C)c2cc(S(=O)(=O)Nc3ccncc3)c(C)cc2C)cc1,21,0.0,-1,1639,6,0,31,x,0.8,5,2
CCOc1ccc(N=C2NC(=O)/C(=C/C(=O)OC)S2)cc1,49,-0.3,-6,1426,1,-3,-7,0.52,0.5,10,-1
COc1cc(Br)cc(C2C3=C(CCCC3=O)N(c3ccc(F)cc3)C3=C2C(=O)CCC3)c1O,-2,-1.2,-7,1473,2,-8,58*,-1.4,1,-1,-2

# The list goes on:
SMILES,bIAP inhibitor,DTT redox prof,S1P3 antag,TR-FRET SRC-2 ct,PPARg SRC3 recr,TLR4-MyD88 BLA,Lmaj promast,ROMK mod,bIAP activator,PPARg SRC1 recr,PPARg SRC-2 ag
Cc1ccccc1NC(=O)c1ccc(Nc2c([N+](=O)[O-])cc([N+](=O)[O-])c3ccccc23)cc1,7,1.4,4,1664,2,11,42,x,0.9,-3,-11
COC(=O)c1ccccc1NC(=O)c1cc(OC)cc(OC)c1,14,-0.2,10,1579,2,-2,-6,x,0.9,-6,-3
O=S(=O)(N1CCCCCC1)N1CCN(S(=O)(=O)N2CCCCC2)CC1,6,0.6,x,1599,16,-6,-4,x,0.9,2,6
CCOc1ccc(-c2nc(N)ncc2-c2ccc(OC)cc2)c(O)c1,2,0.5,-11,1780,0,6,6,-0.024,1,10,1
CCOC(=O)C1(CCc2ccccc2)CCN(C(=O)CCn2cnnn2)CC1,-10,11,-11,1590,-1,-6,-5,-0.092,1.1,9,1
NS(=O)(=O)c1ccc(CNC(=S)NC2CC2)cc1,-13,0.4,-10,1579,6,-3,1,-2,1.1,8,-2
Cc1cccc(N(CC(=O)N2CCN(c3ccc(F)cc3)CC2)S(C)(=O)=O)c1C,-1,-0.8,-6,1524,2,-7,-9,-0.018,1,29*,0
Cc1cnn(CCC(=O)NNC(=S)Nc2ccccc2)c1,-67,-4.8,x,1515,11,2,-1,x,1.7,7,5
COCCn1nnnc1C(c1cccc(C(F)(F)F)c1)N1CCN(Cc2ccccc2)CC1 (stereo not drawn),-2,0.5,x,1548,-7,-1,16,-3.9*,1,3,-1
CCCCCCCSc1nc(N)cc(=O)[nH]1,6,-0.1,x,1550,-2,7,-4,0.034,0.9,3,7
COC(=O)c1ccc(COc2ccccc2/C=C(\C#N)C(=O)Nc2c(C)cc(C)cc2C)cc1,14,-0.1,-14,1704,5,-1,100*,x,0.9,-5,-7
O=C(CCCOc1ccc(Cl)cc1Cl)NCCCO,-1,0.1,-19,1797,2,-5,-1,1.4,1,-6,-2
Cc1cc(C)cc(NC(=S)N2CCN(CCO)CC2)c1,-7,-0.1,-11,1455,0,7,-7,-0.11,1.1,-4,2
O=c1[nH]c2ccccc2nc1/C=C/c1ccc(Cl)cc1,32,-0.1,4,1471,6,-26,-1,-0.2,0.7,8,0
O=C(CCN1C(=O)CSC1=O)Nc1ccccc1,4,-0.7,12,1302,4,1,4,x,1,5,-3

# Record cards, as listed above.
# `O=C(CCN1C(=O)CSC1=O)Nc1ccccc1` is listed with bIAP inhibitor: 4; DTT redox prof: -0.7; S1P3 antag: 12; TR-FRET SRC-2 ct: 1302; PPARg SRC3 recr: 4; TLR4-MyD88 BLA: 1; Lmaj promast: 4; ROMK mod: x; bIAP activator: 1; PPARg SRC1 recr: 5; PPARg SRC-2 ag: -3
# `O=c1[nH]c2ccccc2nc1/C=C/c1ccc(Cl)cc1` is listed with bIAP inhibitor: 32; DTT redox prof: -0.1; S1P3 antag: 4; TR-FRET SRC-2 ct: 1471; PPARg SRC3 recr: 6; TLR4-MyD88 BLA: -26; Lmaj promast: -1; ROMK mod: -0.2; bIAP activator: 0.7; PPARg SRC1 recr: 8; PPARg SRC-2 ag: 0

# Grouped by structure, the compounds so far containing a Cl atom
SMILES,bIAP inhibitor,DTT redox prof,S1P3 antag,TR-FRET SRC-2 ct,PPARg SRC3 recr,TLR4-MyD88 BLA,Lmaj promast,ROMK mod,bIAP activator,PPARg SRC1 recr,PPARg SRC-2 ag
O=C(CCCOc1ccc(Cl)cc1Cl)NCCCO,-1,0.1,-19,1797,2,-5,-1,1.4,1,-6,-2
O=c1[nH]c2ccccc2nc1/C=C/c1ccc(Cl)cc1,32,-0.1,4,1471,6,-26,-1,-0.2,0.7,8,0

# Additional records:
SMILES,bIAP inhibitor,DTT redox prof,S1P3 antag,TR-FRET SRC-2 ct,PPARg SRC3 recr,TLR4-MyD88 BLA,Lmaj promast,ROMK mod,bIAP activator,PPARg SRC1 recr,PPARg SRC-2 ag
Cn1c(=O)c2c(ncn2CC(O)CO)n(C)c1=O (stereo not drawn),9,-0.3,8,1624,0,-1,-8,x,0.9,8,7
CCOc1nnc(C)c2c(C)n(-c3cccc(OC)c3)nc12,-4,-3.9,x,1645,6,5,-1,x,1,-9,-5
N[C@@H](CO)c1nnc([C@H](CC(=O)O)NC(=O)C2CCNCC2)o1,-13,0.9,-2,1440,0,9,-2,x,1.1,-6,-10
O=C(CN1CCOCC1)Nc1ncc(Cc2cccc(Cl)c2)s1,x,0.0,8,1509,0,-10,-2,x,0.5,4,3
Cc1cc(-c2nnc3n2N=C(C(C)(C)C)CS3)n[nH]1,-2,0.2,-1,1725,1,-5,1,0.035,1,7,3
O=C(c1ccc(Cl)c(S(=O)(=O)N2CCCC2)c1)N1CCN(c2ncccn2)CC1,-11,-0.5,8,1620,1,-6,-2,0.026,1.1,4,7
C=CCNC(=S)NNC(=O)c1ccc(OCC(C)C)cc1,-2,-2.2,x,1438,-4,8,2,x,1,4,-4
O=C1C(=O)N(CCN2CCOCC2)C(c2cccnc2)/C1=C(/O)c1ccc(Cl)cc1 (stereo not drawn),-1,0.5,-12,1526,3,0,-6,0.096,1,0,4
CC1=CCC2C(=O)N(c3ccc(C)c(Br)c3)C(=O)C2C1 (stereo not drawn),6,0.2,5,1417,4,-19,-9,x,0.9,-5,2
COc1ccccc1/C=N/NC(=O)c1ccc(NC(=O)c2ccccc2Br)cc1,35,-0.2,-9,1277,-1,6,-2,-0.02,0.6,-4,-6
O=C(c1ccc(Br)s1)N1CCN(c2ncccn2)CC1,8,1.0,11,1490,4,-1,-3,0.05,0.9,3,5
COc1cc(NS(=O)(=O)c2ccccc2)ccc1-n1nc(C)cc1C,-9,-3.8,-27,1673,2,4,-5,x,1.1,-3,9
C=CCNC(=S)NNC(=O)c1ccc([N+](=O)[O-])cc1,-11,-0.3,-23,1761,6,1,-5,-0.22,1.1,14,6
COc1cccc(Cn2c(-c3cccs3)noc2=O)c1,34,1.6,0,1635,9,-1,1,-1.1,0.7,0,-12
Cc1ccc2cc(C(c3nnnn3Cc3ccccc3)N3CCN(c4ccccc4)CC3)c(=O)[nH]c2c1 (stereo not drawn),-4,-0.7,5,1602,-1,-11,93*,0.17,1,-4,5
CCCC(C)NC(=O)c1sc2nc3n(c(=O)c2c1C)CCC3 (stereo not drawn),-25,-0.7,-28,1642,6,-11,5,-0.4,1.3,9,3
COc1ccc(NC(=O)CN2C(=O)CSC(C)C2=O)c(OC)c1 (stereo not drawn),11,0.1,0,1736,-3,8,-3,x,0.9,4,4
O=C(CCCn1cnc([N+](=O)[O-])n1)Nc1cc(Cl)ccc1O,-7,-0.6,-21,1430,0,-8,72*,-0.93,1.1,9,-2
Cc1ccc2cc3cc(C(=O)NCc4ccc5c(c4)OCO5)oc3nc2c1,13,0.0,20,1554,4,-12,-1,0.31,0.9,-2,-1

# Hits appear at their usual frequency. About 11% of those tested had a hit in this group.
